Bioassay records from PubChem BioAssay.
KCNK3 block – human KCNK3 channel inhibitors, primary screen, CHO cells, FluxOR thallium flux, B-score | Potassium channel subfamily K member 3 (Homo sapiens), O14649 | FluxOR fluorescence; active compounds read low | B-score at 10 µM | 340,000 compounds, 0.84% hits | AID 602410, 2012;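 active = B-score under library mean minus 4 SD, starting fluorescence ratio at most library mean plus 5 SD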;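 also: more negative B-score means stronger inhibition of thallium flux through KCNK3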
Dyrk1A ADPGlo – rat Dyrk1A kinase inhibitors, primary screen, biochemical, single point, plate reader. Dual specificity tyrosine-phosphorylation-regulated kinase 1A (Rattus norvegicus), Q63470. ADP-Glo luminescence, NFATc1 peptide. inhibition, % at 12.5 µM. 310,000 compounds, 0.43% hits; in the data active = inhibition above about 50%;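 also: plate controls were vehicle with enzyme for no effect and no enzyme for full effect; many of its hits are not listed in these tables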
TRPC4 act – activators of mouse TRPC4 channel, primary screen, Fluo4 calcium, HEK293 TRPC4beta/mu-opioid cells; Short transient receptor potential channel 4 (Mus musculus), Q9QUQ5; Fluo4 calcium fluorescence; active compounds read high; B-score at 10 µM; 310,000 compounds, 0.49% hits; AID 2237, 2010;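 active = B-score above 5 SD of library B-scores, and initial fluorescence ratio not above library mean plus 5 SD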;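 also: positive B-score marks a calcium rise read as TRPC4 activation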
Target sequence (Q9QUQ5 whole entry, looked up): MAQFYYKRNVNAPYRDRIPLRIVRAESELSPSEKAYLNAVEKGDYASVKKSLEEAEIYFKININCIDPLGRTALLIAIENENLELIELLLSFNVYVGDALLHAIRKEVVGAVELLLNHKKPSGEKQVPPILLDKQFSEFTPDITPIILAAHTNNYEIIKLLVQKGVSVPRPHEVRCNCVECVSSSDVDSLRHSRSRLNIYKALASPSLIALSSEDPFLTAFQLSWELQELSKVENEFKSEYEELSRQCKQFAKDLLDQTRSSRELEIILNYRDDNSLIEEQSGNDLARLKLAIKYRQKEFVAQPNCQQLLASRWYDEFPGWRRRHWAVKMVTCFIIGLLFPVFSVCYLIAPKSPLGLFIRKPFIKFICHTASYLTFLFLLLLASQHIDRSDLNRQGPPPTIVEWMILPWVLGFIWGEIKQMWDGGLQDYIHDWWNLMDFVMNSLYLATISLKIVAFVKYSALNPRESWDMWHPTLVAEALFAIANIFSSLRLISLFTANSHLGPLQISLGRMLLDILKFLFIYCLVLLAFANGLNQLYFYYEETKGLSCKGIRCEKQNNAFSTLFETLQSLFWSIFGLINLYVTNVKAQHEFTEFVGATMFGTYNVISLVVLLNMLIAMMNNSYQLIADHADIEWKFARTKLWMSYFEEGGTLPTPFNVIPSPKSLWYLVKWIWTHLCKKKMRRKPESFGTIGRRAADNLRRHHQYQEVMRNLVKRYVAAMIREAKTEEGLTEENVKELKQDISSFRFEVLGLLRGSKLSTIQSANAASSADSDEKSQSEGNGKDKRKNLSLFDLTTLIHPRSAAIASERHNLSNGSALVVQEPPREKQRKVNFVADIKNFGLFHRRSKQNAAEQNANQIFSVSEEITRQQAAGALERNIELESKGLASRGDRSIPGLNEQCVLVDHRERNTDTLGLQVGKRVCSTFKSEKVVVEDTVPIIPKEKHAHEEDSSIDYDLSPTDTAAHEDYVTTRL
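Material: TRPC4beta and mu-opioid receptor HEK293 stable cells | Incubation: 45 min room-temperature Fluo4 loading, 110 s read | Detection: Kinetic Fluo4 calcium fluorescence | Measure: Integrated baseline-normalised fluorescence ratio, converted to per-well B score | Benchmarks: Low control buffer alone, high control maximal DAMGO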
hERG rescue – hERG rescue from dofetilide block, primary screen, cell-based, CHO-hERG, FluxOR thallium flux, dofetilide IC70 | dofetilide IC70 present | 310,000 compounds, 0.51% hits | activation (rescue from dofetilide block), less the hit threshold, % at 10 µM | Voltage-gated inwardly rectifying potassium channel KCNH2 (Homo sapiens), Q12809;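 active = activation above the mean of controls blocked by dofetilide plus 5 SD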;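 also: thallium influx through hERG after potassium depolarization seen as dye fluorescence rise; in these data hits start at about 4.7%; inactives centre near -7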
TRPC4 potent – positive allosteric modulators of TRPC4, primary screen, cell-based, mouse TRPC4beta, HEK293 mu-opioid, Fluo-4 calcium | 310,000 compounds, 0.42% hits | AID 2227, 2009 | DAMGO EC20, Fluo-4 Ca2+ flux; active compounds read high | Short transient receptor potential channel 4 (Mus musculus), Q9QUQ5 | B-score at 10 µM;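 active = B-score of calcium response area above 5 SD of library B-scores, with initial fluorescence ratio within 5 SD of library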;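 also: B-score of integrated fluorescence ratio over time as area under calcium response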
KCNK9 inh – KCNK9 potassium channel inhibitors, primary screen, HEK293 cells, thallium flux. B-score at 10 µM. FluxOR thallium flux fluorescence; active compounds read low. Potassium channel subfamily K member 9 (Homo sapiens), Q9NPC2. 310,000 compounds, 1.2% hits;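 active = ratio B-score over 3 SD below the library mean, with starting fluorescence within 5 SD of its mean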;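 also: negative B-score means less thallium flux so channel inhibition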
HDAC3 inh – HDAC3 deacetylase inhibitors, primary screen, biochemical, fluorescence, cell-free homogeneous; Histone deacetylase 3 (Homo sapiens), O15379; inhibition, % at 8.3 µM; AID 2718, 2010; recombinant HDAC3, fluorogenic peptide/trypsin coupled; 320,000 compounds, 0.15% hits; in the data active = inhibition above about 26%, passing the limit was not always enough; inconclusive = no clear call, values can overlap the other calls
TMEM16A inh – TMEM16A chloride channel inhibitors, primary screen, cell-based, HTS; 310,000 compounds, 1.2% hits; HEK293 TMEM16A/YFP iodide influx fluorescence, ionomycin; Anoctamin-1 (Mus musculus), Q8BHY3; AID 588511, 2011; normalized B-score (activity score, 25-100; higher = stronger inhibition) at 10 µM;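 active = ratio plate-corrected score three or more library SD toward inhibition, starting fluorescence score within five deviations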;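 also: score derived from kinetic fluorescence span divided by baseline fluorescence per well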
KCNQ1 act – potentiators or activators of KCNQ1 channel, primary screen, cell-based, thallium flux, high-throughput; Potassium voltage-gated channel subfamily KQT member 1 (Homo sapiens), P51787; CHO-K1 KCNQ1, thallium flux FluxOR fluorescence; active compounds read high; B-score at 10 µM; 310,000 compounds, 0.35% hits; AID 2648, 2010;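 active = fluorescence ratio B-score, a plate-corrected score, at least three library SD, with initial intensity B-score within 5 SD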
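assay system = CHO-K1 cells stably expressing KCNQ1 | medium = assay buffer, equal DMSO in all wells | timing = 37 °C overnight plating, 90-min dark dye load, 20-min compound pretreatment | measured by = kinetic FluxOR thallium fluorescence, 10-s 1-Hz baseline, 110-s post-stimulus read | measure = fluorescence change relative to baseline, converted to B score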
TMEM16A act – TMEM16A chloride channel activators or potentiators, primary screen, cell-based, HTS. Anoctamin-1 (Mus musculus), Q8BHY3. HEK293 TMEM16A/YFP-H148Q/I152L, iodide quench fluorescence; active compounds read low. B-score at 10 µM. 340,000 compounds, 0.3% hits;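 active = fluorescence-ratio B-score plate-corrected deviation score at least 3 library SD below zero, with starting fluorescence score within 5 deviations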;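 also: channel opened by trigger with iodide after compound preincubation; score built on the fluorescence ratio of max minus min over baseline; more negative score means more quench and so TMEM16A activation or potentiation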
KCNQ1 block – inhibitors of human KCNQ1 channel, primary screen, cell-based, thallium flux, high-throughput; B-score at 10 µM; Potassium voltage-gated channel subfamily KQT member 1 (Homo sapiens), P51787; 310,000 compounds, 1.3% hits; CHO-K1 KCNQ1, FluxOR thallium flux fluorescence; active compounds read high; AID 2642, 2010;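 active = compounds whose thallium flux B-score, printed positive for inhibition, exceeds three library SD while starting fluorescence stays within three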;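 also: channel opened by potassium depolarization with thallium stimulus after 20 min compound exposure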
Active calls of the source: *; i = inactive; ? = inconclusive; / = no result given. An excerpt, so the mix of outcomes need not match the whole.

SMILES	KCNK3 block	Dyrk1A ADPGlo	TRPC4 act	hERG rescue	TRPC4 potent	KCNK9 inh	HDAC3 inh	TMEM16A inh	KCNQ1 act	TMEM16A act	KCNQ1 block
CCCOc1ccc(-c2nn(-c3ccccc3)cc2/C=C2\SC(N)=NC2=O)cc1C	i	4	i	-3	i	i	1	i	i	i	i
C/C(=N/NS(=O)(=O)c1cccc([N+](=O)[O-])c1)c1ccncc1	i	1	i	-5	i	i	1	i	i	i	i
Cc1ccc(C(=O)N2CCCC(c3ccccc3)=N2)cc1	i	3	i	-4	i	i	-3	i	i	i	i
COc1ccc(CCNC(=O)NC23CC4CC(CC(C4)C2)C3)cc1	i	1	i	-12	i	i	-2	i	i	i	i
O=C(O)CCC(=O)NCCc1cccc(Cl)c1	i	-5	i	-15	i	i	10	i	i	i	i
O=[n+]1cc(-c2ccc(F)cc2)n([O-])c2c1CCC2	i	21	i	-3	i	i	8	i	i	i	i
O=C(Nc1ccc(NC(=O)c2cccs2)cn1)c1ccco1	i	-5	i	-11	i	i	-3	i	i	i	i
O=C1C2C3CCC(C3)C2C(=O)N1CNc1ccc(F)cc1 (stereo not given)	i	-2	i	-10	i	i	-3	i	i	i	i
Cc1cc(C)n(/N=C/c2cc([N+](=O)[O-])ccc2O)c(=O)c1	i	-2	i	-4	i	i	1	i	i	i	i
CCOc1ccc(CONS(=O)(=O)c2ccc(NC(C)=O)cc2)cc1Cl	i	-8	i	-14	i	i	-5	25*	i	i	i
CC1(C)C[C@@H]2C[C@@](C)(CN2C(=O)c2ccccc2)C1	i	-4	i	-3	i	i	2	i	i	i	i
CC(NC(=O)Cn1c(NCCO)nc2ccccc21)C1CC2CCC1C2 (stereo not given)	i	2	i	-12	i	i	0	i	i	i	i
O=C(O)C1CCCCC1C(=O)Nc1ccccc1Cl (stereo not given)	i	-8	i	-15	i	i	2	i	i	i	i
C=CC(=O)NCCCc1cc(C(C)(C)C)c(O)c(C(C)(C)C)c1	i	1	i	-13	i	i	6	i	i	i	i
Cc1ccnc(NS(=O)(=O)c2ccc(NC(=O)c3snnc3C)cc2)n1	i	4	i	-2	i	i	-9	i	i	i	i
Cc1c(C#N)c(N)nc2c3c(sc12)NC(=O)CC3c1ccccc1 (stereo not given)	i	0	i	-3	i	i	0	i	i	i	i
N#C/C(=C\c1cc2c(cc1Br)OCO2)C(=O)NCC1CCCO1 (stereo not given)	i	5	i	-8	i	i	-5	i	i	i	i
COc1cc(CCCN2C(=S)NC[C@@H]2Cc2ccccc2)cc(OC)c1OC	i	-7	i	-9	i	i	7	i	i	i	i
Cc1[nH]c2ccc(OCc3ccccc3)cc2c1CCN1C(=O)OC(C)(C)C1(C)O (stereo not given)	i	1	i	-16	i	i	8	i	i	i	i
CCN(CC)S(=O)(=O)c1ccc(/C=C/C(=O)OCC(=O)Nc2ccc(C(N)=O)cc2)cc1	i	0	i	-12	i	i	-1	i	i	i	i

Full records as entered above. Screens in order: KCNK3 block, Dyrk1A ADPGlo, TRPC4 act, hERG rescue, TRPC4 potent, KCNK9 inh, HDAC3 inh, TMEM16A inh, KCNQ1 act, TMEM16A act, KCNQ1 block
`Cc1c(C#N)c(N)nc2c3c(sc12)NC(=O)CC3c1ccccc1` (stereo not given) as listed: i, 0, i, -3, i, i, 0, i, i, i, i
`C=CC(=O)NCCCc1cc(C(C)(C)C)c(O)c(C(C)(C)C)c1` as listed: i, 1, i, -13, i, i, 6, i, i, i, i

Continuation:
SMILES	KCNK3 block	Dyrk1A ADPGlo	TRPC4 act	hERG rescue	TRPC4 potent	KCNK9 inh	HDAC3 inh	TMEM16A inh	KCNQ1 act	TMEM16A act	KCNQ1 block
Cc1ccc(S(=O)(=O)Nc2ccc3ncccc3c2)cc1	i	5	i	-17	i	i	6	i	i	i	6*
Cc1noc(C)c1C(=O)OCC(=O)c1cc(C)n(Cc2ccccc2Cl)c1C	i	2	i	-10	i	i	3	i	i	i	i
O=C(NNC(=O)c1ccc2ccccc2c1O)Nc1ccc(F)cc1	i	0	i	-12	i	i	-17	i	i	i	i
Cc1nc2ccccn2c(=O)c1NC(=O)c1cccs1	i	4	i	-8	i	i	0	i	i	i	i
CCOc1ccc(C2/C(=C(/O)c3ccc(F)cc3)C(=O)C(=O)N2CCCN(C)C)cc1 (stereo not given)	i	-4	i	-4	i	i	-4	i	i	i	i
CC(Sc1ccc(S(=O)(=O)N2CCOCC2)cc1[N+](=O)[O-])C(=O)O (stereo not given)	i	3	i	-3	i	i	-2	i	i	i	i
CC(C)(C#CC(O)(c1ccccc1)c1ccccc1)N1CCCC1	i	5	i	-4	i	i	-4	i	i	i	i
O=C(Cc1ccccc1)N/N=C/c1ccccn1	i	7	i	-7	i	i	-4	i	i	i	i
COC(=O)CN1C(c2cccc(Cl)c2)=Nc2ccc(Cl)cc2C1c1ccccc1 (stereo not given)	i	2	i	-6	i	-16*	5	i	i	i	i
COCCn1c(SCC(=O)Nc2ncc(C)s2)nc2sc3c(c2c1=O)CCC3	/	/	i	-7	i	i	/	/	i	/	i
CCn1c(NC(=S)Nc2ccccc2)nc2ccccc21	i	5	i	-13	i	i	4	i	i	i	i
Cn1c(=O)c(NCCO)c2c3c(cccc31)C(=O)c1ccccc1-2	i	25	i	-47	i	i	6	i	i	i	25*
CC(c1ccc(C(C)(C)C)cc1)S(=O)CC(O)CO (stereo not given)	i	-7	i	3	i	i	9	i	i	i	i
O=C(CCl)Nc1ccc(S(=O)(=O)Nc2nccs2)cc1	i	-4	i	-6	i	i	-1	i	i	i	i
COC(=O)CCc1c(C)nn(-c2ccccc2)c1C	i	-18	i	-1	i	i	-4	i	i	i	i
O=C(NCCc1ccc(Cl)cc1)c1cc(S(=O)(=O)N2CCCCC2)c[nH]1	i	1	i	-17	i	i	6	i	i	i	i
C=CCn1c(N(C)C)nc2c1c(=O)[nH]c(=O)n2C	i	-5	i	-10	i	i	7	i	i	i	i
CCN1C(=O)[C@H]2[C@@H](c3ccc(-c4cccc(Cl)c4)c(OC)c3)N[C@@](C)(C(=O)OC)[C@H]2C1=O	i	6	i	-9	i	i	4	i	i	i	i
c1cc2c3c(cccc3c1)NC1(CCCCC1)N2	i	6	i	-10	i	i	-11	i	i	i	i
CCN1CCN(C2CCCCC2NS(=O)(=O)c2ccccc2)CC1 (stereo not given)	i	2	i	-1	i	i	3	i	i	i	i
CCc1[nH]nc2c1C(C(C)C)C(C#N)=C(N)O2 (stereo not given)	i	6	i	-17	i	i	4	i	i	/	i
COC(=O)[C@H](Cc1ccccc1)NC(=O)C1CCN(C(=O)[C@H](C)NS(=O)(=O)c2ccc(C)cc2)CC1	i	1	i	-4	i	i	?	i	i	i	i
COc1ccccc1-n1c(COc2ccccc2-c2ccccc2)nnc1SCC(=O)c1c(N)n(C)c(=O)n(C)c1=O	i	1	i	-9	i	i	2	i	i	i	i
O=C(Nc1ccc(Cl)cc1)NC1CCCC1Cc1ccco1 (stereo not given)	i	-3	i	-17	i	i	-1	i	i	i	i
CN(C)Cc1c(O)ccc2c(=O)c(-c3ccc(Cl)cc3)coc12	i	-2	i	-4	i	i	-14	i	i	i	i
O=C(Cn1c(=O)oc2ccccc21)Nc1nnc(N2CCCCCC2)s1	i	1	i	-3	i	i	-2	i	i	i	i
CN(C(=O)C1CCCO1)c1nnc(-c2cnccn2)s1 (stereo not given)	i	2	i	-1	i	i	0	i	i	i	i
CCOC(=O)Nc1ccc(S(=O)(=O)Nc2nc(C)cc(C)n2)cc1	i	-11	i	-9	i	i	-4	i	i	i	i
Cc1ccccc1CN(c1ccc(C(=O)N2CCc3ccccc3C2)cc1)S(C)(=O)=O	i	-1	i	-15	i	i	0	i	i	i	i
O=c1c2[nH]c3ccc(F)cc3c2ncn1C1CCCCC1	i	-1	i	-7	i	i	-3	i	i	i	i
COCCCNC(=O)c1cc(=O)n(Cc2ccc(Cl)cc2)c2ccccc12	i	/	i	-10	i	i	-7	i	i	i	i
CCN(CC(=O)Nc1c(F)cccc1F)C(=O)c1ccc(Sc2nncn2C)c([N+](=O)[O-])c1	i	1	i	-20	i	i	-5	i	i	i	i
C/C(=N\NC(=O)c1cccnc1)c1ccc(-c2ccccc2)cc1	i	/	i	-5	i	i	-1	i	i	i	i
O=C(NCCSc1c[nH]c2ccccc12)c1c(F)cccc1F	-10*	0	i	-18	i	i	0	i	i	i	i
CCN(CC)S(=O)(=O)c1ccc(N2CCOCC2)c(NC(=O)c2ccc(N3CCCC3=O)cc2)c1	i	-6	i	-11	i	i	4	i	i	i	i
Cc1[nH]n(C)c(=O)c1[N+](=O)[O-]	i	/	i	-13	i	i	1	i	i	i	i
CC1(C)C/C(=C(/C#N)C(N)=O)CCO1	i	-1	i	0	i	i	1	i	i	i	i
CCOc1ccc(C(=O)OC(C)CN2CCCCC2)cc1 (stereo not given)	i	-1	i	-3	i	i	-3	i	i	i	i
Cc1cc(-c2nnc(SCC(=O)Nc3ccc(C(F)(F)F)cc3)n2C)no1	i	/	i	6.2*	i	i	-3	i	i	i	i
COc1ccc(NC(=O)Cc2nnc(SCC(=O)Nc3cc(C)ccc3OC)n2C)cc1	i	1	i	-10	i	i	3	i	i	i	i
Cc1cc(NC(=O)CSc2nnc(COc3cccc(C)c3C)n2C)no1	i	7	i	-8	i	i	-1	i	i	i	i
